Screening results deposited in PubChem by The Scripps Research Institute Molecular Screening Center.
SRC2 inh = inhibits human steroid receptor coactivator 2. AID 651957. hit rate 0.17% among 370,000. HEK293 GAL4-SRC2 luciferase reporter, luminescence. Q15596. inhibition, % at 9 µM;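 active = inhibition above the mean inhibition of all tested compounds plus 3 SD, set per campaign, cut at about 52% in these data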;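 note: 0% = DMSO treated cells and 100% = cells given Gossypol at 36 µM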
* marks the source's active call; other numbers are inactive results. These rows are one share of the data; rates above refer to the full screens.

SMILES | SRC2 inh
Cc1ccccc1CCC[C@@H](CC1CCCCC1)CN(C)C(=O)Oc1ccccc1 | -0.2
O=C(O)CCl | 3.0
Oc1ccc2c3c1O[C@H]1c4[nH]c5c(c4CC4(O)C(C2)N(CC2CC2)CCC314)CC1(O)[C@H]2Cc3ccc(O)c4c3[C@@]1(CCN2CC1CC1)C5O4 (stereo partly specified) | 3.8
O=c1[nH]c(=O)n(-c2ccccc2)c(O)c1C=NC12CN3CN(CN(C3)C1)C2 | 15.2
CC(C)S(=O)(=O)N1Cc2ccc(Br)cc2-n2nncc2C1 | 9.5
CCN1CCN(Cc2nnnn2C(C)(C)C)CC1 | -4.2
COC(=O)C1=C(c2ccc(OC(F)(F)F)cc2)C[C@@H]2CC[C@H]1N2C(=O)N1CCc2cc(OC)c(OC)cc2C1 | -0.8
CN1C(=O)NC(=O)/C(=C\C=C\c2ccccc2[N+](=O)[O-])C1=O | -3.6
CN1C2(C)c3ccccc3C1(c1ccccc1)c1ccccc12 | -11.2
COc1cccc(C(=O)NCCN2CCC3(CC2)C(=O)NCN3c2ccccc2)c1 | -16.5
CN1C[C@H](O)[C@H]2C[C@@H]1c1ccccc1O2 | 20.0
C=CCN(CC=C)Cc1c[nH]c2ccccc12 | -0.5
c1ccc2c3c(ccc2c1)OCC1CONC31 (stereo unspecified) | -20.4
O=C(NCCN1CCC2(CC1)C(=O)NCN2c1ccccc1)c1ccccc1F | 2.0
CC(NC(=O)OCc1ccccc1)P(=O)(Oc1ccccc1)Oc1ccccc1 (stereo unspecified) | 6.7
N#CCCC#N | -13.0
CC(=O)N1c2ccccc2C(c2ccccc2)=NCC1C(=O)NCc1ccccc1 (stereo unspecified) | -9.2
O=S(=O)(c1ccccc1)N1CCC2CCNC2C1 (stereo unspecified) | 14.1
COc1ccc2nc(-c3ccc(CN4CCC(n5nnc6ccccc65)CC4)cc3)c(-c3ccccc3)nc2c1 | 2.1
COC(=O)C1CC(OC(C)=O)C(=O)[C@H]2C1(C)CC[C@H]1C(=O)OC(c3ccoc3)CC12C (stereo partly specified) | -5.7
Cn1cc2c([N+](=O)[O-])cc([N+](=O)[O-])cc2n1 | 2.9
CS(=O)(=O)N1CCC2CCNC2C1 (stereo unspecified) | -6.3
CN1C2CCC1C(C(=O)Oc1ccccc1)C(c1ccc(Cl)cc1)C2 (stereo unspecified) | -31.9
CC(C)(C)C(=O)NC1CCSC1=O (stereo unspecified) | -14.0
Cc1ccc(OC(=O)N(C)C[C@@H]2OCc3ccccc3-c3c(n(C)c4ccccc34)C(=O)N([C@H](C)CO)C[C@H]2C)cc1 | 10.6

Random excerpt: 3 records from the list, in no set order.
SMILES | SRC2 inh
CC(=O)N1c2ccccc2C(c2ccccc2)=NCC1C(=O)NCc1ccccc1 (stereo unspecified) | -9.2
CS(=O)(=O)N1CCC2CCNC2C1 (stereo unspecified) | -6.3
O=S(=O)(c1ccccc1)N1CCC2CCNC2C1 (stereo unspecified) | 14.1

Carrying on:
SMILES | SRC2 inh
Cc1cc(N2CCNC[C@@H]2C)ccc1N1CC[C@H](O)C1 | 0.3
O=C(O)c1cc2ccccc2n1C1CCN(Cc2ccccc2)CC1 | -5.8
COc1cc2c(c3oc4cccc(O)c4c(=O)c13)[C@@H]1C=CO[C@@H]1O2 | -6.4
CCCN1CCC[C@@H]2Cc3nc(N)ncc3C[C@H]21 | 11.5
COc1ccccc1[As](=O)(O)CC(O)COc1ccc(Cl)cc1Cl (stereo unspecified) | -3.7
Cc1ccc(N2Cc3ccccc3-n3nncc3C2)cc1 | 10.1
c1ccc(-c2nc3ccccc3nc2-c2ccc(CN3CCC(n4nnc5ccccc54)CC3)cc2)cc1 | 17.7
N#Cc1ccc2nc(-c3ccc(CN4CCC(n5c(=O)[nH]c6cc(Cl)ccc65)CC4)cc3)c(-c3ccccc3)nc2c1 | -11.2
O=C(NCCN1CCC2(CC1)C(=O)NCN2c1ccccc1)c1cccc(F)c1 | -3.0
Cc1ccc2nc(-c3ccc(CN4CCC(n5nnc6ccccc65)CC4)cc3)c(-c3ccccc3)nc2c1 | 19.0
COc1ccccc1N1C(=O)NC(=O)/C(=C/c2ccc([N+](=O)[O-])s2)C1=O | -5.2
COC(=O)C1=C[C@H]([C@@H](C)[C@H](OC)c2ccccc2Br)[C@@H]2[C@H]1c1ccccc1N2C | -14.9
c1ccc(Cc2cnc(N3CCNCC3)nc2)cc1 | 3.1
Cc1ccc(C(=O)N[C@@H](C)CN2C3=NC[C@@H](Cc4ccccc4)N3C[C@H]2Cc2ccc(O)cc2)cc1Br | -15.2
O=C(NCCN1CCC2(CC1)C(=O)NCN2c1ccccc1)c1cccs1 | -51.8
CCOC(=O)c1c(N)n(Cc2ccc(OC)cc2)c2nc3ccccc3nc12 | 16.1
N#CC1c2ccccc2-n2nncc2CN1C(=O)c1cccnc1 (stereo unspecified) | 19.9
O=c1[nH]c2cc(Cl)ccc2n1C1CCN(Cc2ccc(-c3nc4ccc(F)cc4nc3-c3ccccc3)cc2)CC1 | -10.5

Four of these compounds in a different format:
compound: CCCN1CCC[C@@H]2Cc3nc(N)ncc3C[C@H]21
  SRC2 inh: 11.5

compound: COc1ccccc1[As](=O)(O)CC(O)COc1ccc(Cl)cc1Cl (stereo unspecified)
  SRC2 inh: -3.7

compound: Cc1ccc(N2Cc3ccccc3-n3nncc3C2)cc1
  SRC2 inh: 10.1

compound: c1ccc(-c2nc3ccccc3nc2-c2ccc(CN3CCC(n4nnc5ccccc54)CC3)cc2)cc1
  SRC2 inh: 17.7

Exported in CSV form: part of the list above
mol,SRC2 inh
COc1ccccc1N1C(=O)NC(=O)/C(=C/c2ccc([N+](=O)[O-])s2)C1=O,-5.2
COC(=O)C1=C[C@H]([C@@H](C)[C@H](OC)c2ccccc2Br)[C@@H]2[C@H]1c1ccccc1N2C,-14.9
c1ccc(Cc2cnc(N3CCNCC3)nc2)cc1,3.1
